Growth percent in the NCI-60 one-dose screen (48 h, 10 µM unless noted): 100 = growth as untreated, 0 = no growth, -100 = all killed.
T-47D = T-47D breast cancer; 79,000 tested, 5% active
K-562 = K-562 leukemia. 78,000 tested, 7.4% active. AID 1794777
MDA-MB-468 = MDA-MB-468 breast cancer. 78,000 tested, 8.5% active. AID 2202374
BT-549 = BT-549 breast cancer; AID 1794793; 78,000 tested, 4.4% active
MCF7 = MCF7 breast cancer; 82,000 tested, 6.3% active
SR = SR leukemia cells; 73,000 tested, 8.7% active
HS 578T = HS 578T breast cancer. 78,000 tested, 4.1% active
MDA-MB-231 = MDA-MB-231 breast cancer; 81,000 tested, 5% active
* hit, by the source's call; / = not tested or not shown; & = joins results of further samples; [ ] = another dose, or the depositor's remark. How the source made its calls: active means growth percent below 10; inactive means the rest.

SMILES	T-47D	K-562	MDA-MB-468	BT-549	MCF7	SR	HS 578T	MDA-MB-231
CCCCCCC1(C)NCCO1 (configuration not stated)	108	104	103	103	100	95	126	104
C=C(C)[C@@H]1CC[C@]2(C(=O)N3CCOCC3)CC[C@]3(C)[C@H](CC[C@@H]4[C@@]5(C)C/C(=C/c6ccncc6)C(=O)C(C)(C)[C@@H]5CC[C@]43C)[C@@H]12	27	39	21	73	29	35	74	79
Cc1cnc2ccccc2n1	94	100	118	105	88	/	107	93
O=C(SSC(=O)c1ccccc1)c1ccccc1	97	103	100	110	108	100	107	106
O=C(CCCCCC/C=C/c1csc(Br)n1)NO	72	37	64	103	37	44	82	96
O=P1(NC2CCCCC2)OCC2(CO1)COP(=O)(NC1CCCCC1)OC2 (configuration not stated)	103	107	115	115	111	112	109	103
O=C(Nc1ccc2c(ccn2Cc2ccc(F)cc2)c1)c1cnccn1	92	83	78	/	95	74	98	80
O=C(CSc1nnc(-c2ccc(NC(=O)c3cccnc3)cc2)o1)Nc1cccc(Br)c1	56	66	97	109	90	/	91	93
CCOC(=O)c1cc(C(=O)c2ccc(OC)c(OC)c2)n2ccncc12	79	88	100	85	80	79	102	91
NS(=O)(=O)c1cccc(N2C(=O)c3nccnc3C2=O)c1	100	/	101	99	94	103	100	120
O=C(O)C1OC(C(=O)O)C(C(=O)O)C1C(=O)O (configuration not stated)	115	107	102	110	112	/	124	118
Cn1cnc2nc[nH]c2c1=S	96	103	107	99	94	90	102	96
C(=Nc1ccccc1)C1=C(Nc2ccccc2)CCC1	79	93	104	93	73	90	107	100
CNC(=O)C1CCC(=O)N1Cc1c[nH]c2ccccc12 (configuration not stated)	98	90	104	93	107	/	112	109
O=[N+]([O-])c1ccc(/C=N/c2nnc(-c3ccncc3)o2)cc1	89	85	110	94	81	93	99	86
C/C(=N/NC(=S)NC1CCCCC1)c1sc(Nc2cccc(C)c2)nc1C	70	81	94	117	83	/	105	94
CN(C)c1ccc(/C=C/c2nc3ccccc3nc2NNC(=O)Nc2cccc(Cl)c2)cc1	60	42	95	76	59	72	99	85
O=c1cc(-c2ccccc2O)oc2ccc3ccccc3c12	74	78	62	82	62	60	87	71
Cc1c(Cl)cccc1NC(=O)CN(CC(C)C)CC(C)C	87	86	108	106	97	74	95	98
CN(C)c1ccc(/C=N/NC(=O)c2cccc3ccccc23)c(Cl)c1	25	12	-7.4*	45	15	/	42	68
CCOC(=O)C(C#N)C(=N)C1C(=O)OC2CCCCC21 (configuration not stated)	98	105	117	/	100	92	122	118
CCNC(=O)N1CCc2cc(OC)c(OCCc3ccc(OC)cc3)cc2C1c1ccc(Cl)cc1C (configuration not stated)	57	12	-1.4*	-1.9*	16	6.3*	1.8*	12
CCOC(=O)C1=C(C)NC(=O)NC1c1ccc(OCc2cn(-c3ccc(S(N)(=O)=O)cc3)nn2)cc1 (configuration not stated)	98	/	110	97	95	/	93	109
c1ccc(COCCOc2ccccc2)cc1	92	110	107	93	92	/	113	/
COc1cccc2c1S(=O)(=O)c1c(NCCN)nc3ccccc3c1C2=O	77	61	79	/	68	/	91	65

(further entries)
SMILES	T-47D	K-562	MDA-MB-468	BT-549	MCF7	SR	HS 578T	MDA-MB-231
C=C1CC[C@H]2[C@@](C)(CCC3OC(c4ccc(OCc5cn(CC6OC7OC(C)(C)OC7C7OC(C)(C)OC67)nn5)cc4)OC[C@]32C)[C@@H]1/C=C/C1=CCOC1=O (some centres not stated)	46	72	77	78	76	74	86	86
COc1cccc(CNC(=O)c2cccc(C3CC(=O)c4c(cc(OC)c(OC)c4OC)O3)c2)c1 (configuration not stated)	/	11	21	33	25	/	102	77
COc1ccc(OC)c(-c2cc(-c3ccccc3)c(C#N)c(SCC(=O)c3ccc(Cl)cc3)n2)c1	88	98	99	97	87	89	91	91
Cc1ccc(C(=O)N2C/C(=C/c3ccccc3)C(=O)/C(=C/c3ccccc3)C2)cc1	62	5.7*	18	49	7.5*	-12*	10.0*	53
N#CC1(Nc2ccccc2)CCCC1	102	111	116	/	110	83	106	116
COc1ccc(/C=N/NCc2nc3ccccc3c(=O)[nH]2)cc1	83	/	101	93	94	109	95	95
Cc1cc(NC(=O)c2cnc(N3CCN(CCOCCOCCOCCOCCC(=O)N[C@H](C(=O)N4C[C@H](O)C[C@H]4C(=O)N[C@@H](C)c4ccc(-c5scnc5C)cc4)C(C)(C)C)CC3)cn2)c2ncccc2c1	20	6.7*	-58*	-37*	4.0*	7.5*	6.9*	-62*
O=C(O)c1cc(NCc2cccc(Br)c2)ccc1N1CCOCC1	80	99	112	107	109	100	118	106
O=C(c1ccccc1)c1ccc(O)cc1O	98	97	125	96	118	/	90	103
C[S+](C)CCCN	105	101	/	106	96	88	119	/
CCCC(=O)CC(C)(C)C	/	38	28	62	18	58	87	/
N#C/C(Sc1nc2sc3c(c2c(=O)n1Cc1ccccc1)CCCC3)=C1/SC=C(c2ccc(Cl)cc2)N1c1ccccc1	92	82	/	101	82	25	75	86
Cc1nc(-c2ccccc2)cc2c(O)c(C(=O)NCc3ccccc3)[nH]c(=O)c12	94	94	119	110	86	/	/	101
C/C(=N\NC(=S)Nc1ccc(F)cc1)c1ccccc1	73	109	86	90	84	106	122	100
O=C(N/N=C/c1ccc([N+](=O)[O-])o1)c1[nH]c2ccc(Br)cc2c1-c1ccccc1	54	3.5*	25	-32*	8.0*	6.3*	8.4*	-2.8*
COc1ccc(-c2ccc3c(C)nc4oc(-c5ccc(OC)cc5)nc4c3n2)cc1	74	43	95	97	69	71	90	85
CCCCCCCCCCCCCCCC(=O)Nc1ccc(C)cc1	97	111	99	106	95	104	109	107
COC(=O)c1nc(N)nc(C(=O)OC)c1C(=O)/C=C/c1ccccc1	93	104	101	100	90	103	94	110
Cc1c(C(=O)NO)sc2ncnc(Nc3ccc(F)c(Cl)c3)c12	95	105	86	114	94	101	102	97
CC(=O)N(C)c1ccc(N=Nc2ccc3ncccc3c2)cc1	87	93	85	/	90	88	108	106
O=C1OC(C(O)C(O)C(O)CO)C(O)C1O (configuration not stated)	/	111	95	108	95	99	94	/
CC(=O)Nc1cc(C(C)C)c([N+](=O)[O-])cc1C	82	76	63	93	89	77	100	85
CN(C)CCCOc1c2ccc(Cl)cc2nc2c1oc1ccc(Cl)cc12	59	-40*	-48*	46	-81*	-31*	26	-48*
COc1cc(NC(C)CCCNC(=O)CCC(=O)NCCCNCCCCNCCCNC(=O)CCC(=O)NCCCC(C)Nc2cc(OC)cc3cccnc23)c2ncccc2c1 (configuration not stated)	96[9 µM]	88[9 µM]	113[9 µM]	113[9 µM]	119[9 µM]	117[9 µM]	114[9 µM]	95[9 µM]
Cc1ccc(S(=O)(=O)n2cc(/C=C3\C(=O)Nc4ccccc43)c3ccccc32)cc1	77	85	117	98	57	/	92	66

13 consecutive records from above, quoted:
SMILES	T-47D	K-562	MDA-MB-468	BT-549	MCF7	SR	HS 578T	MDA-MB-231
O=C(c1ccccc1)c1ccc(O)cc1O	98	97	125	96	118	/	90	103
C[S+](C)CCCN	105	101	/	106	96	88	119	/
CCCC(=O)CC(C)(C)C	/	38	28	62	18	58	87	/
N#C/C(Sc1nc2sc3c(c2c(=O)n1Cc1ccccc1)CCCC3)=C1/SC=C(c2ccc(Cl)cc2)N1c1ccccc1	92	82	/	101	82	25	75	86
Cc1nc(-c2ccccc2)cc2c(O)c(C(=O)NCc3ccccc3)[nH]c(=O)c12	94	94	119	110	86	/	/	101
C/C(=N\NC(=S)Nc1ccc(F)cc1)c1ccccc1	73	109	86	90	84	106	122	100
O=C(N/N=C/c1ccc([N+](=O)[O-])o1)c1[nH]c2ccc(Br)cc2c1-c1ccccc1	54	3.5*	25	-32*	8.0*	6.3*	8.4*	-2.8*
COc1ccc(-c2ccc3c(C)nc4oc(-c5ccc(OC)cc5)nc4c3n2)cc1	74	43	95	97	69	71	90	85
CCCCCCCCCCCCCCCC(=O)Nc1ccc(C)cc1	97	111	99	106	95	104	109	107
COC(=O)c1nc(N)nc(C(=O)OC)c1C(=O)/C=C/c1ccccc1	93	104	101	100	90	103	94	110
Cc1c(C(=O)NO)sc2ncnc(Nc3ccc(F)c(Cl)c3)c12	95	105	86	114	94	101	102	97
CC(=O)N(C)c1ccc(N=Nc2ccc3ncccc3c2)cc1	87	93	85	/	90	88	108	106
O=C1OC(C(O)C(O)C(O)CO)C(O)C1O (configuration not stated)	/	111	95	108	95	99	94	/

Carrying on:
SMILES	T-47D	K-562	MDA-MB-468	BT-549	MCF7	SR	HS 578T	MDA-MB-231
COc1ccc2nc(Cl)c(/C=C/C(=O)c3ccc(NC(=O)CSc4nnc(-c5ccc(Cl)c(Cl)c5)n4-c4ccccc4)cc3)cc2c1	84	87	98	80	82	99	89	89
O=C(O)CCC(=O)c1ccc(Oc2ccc(Cl)cc2)cc1	96	110	115	92	108	104	109	108
CS(=O)(=O)c1cccc(-c2c(-c3cccc(OS(N)(=O)=O)c3)nc3sccn23)c1	79	100	104	100	92	85	103	93
O=C(Cn1cc(CN2CCN(c3ccnc4cc(Cl)ccc34)CC2)nn1)Nc1cccc([N+](=O)[O-])c1	75	69	93	86	89	33	83	65
COc1ccc(/C=C2N=C(/C=C/c3ccccc3)OC/2=O)cc1	99	100	102	99	95	93	101	95
O=C1C=CN2CC=CCC2C1[C@@H](O)c1ccc(Br)cc1 (some centres not stated)	88	95	120	97	93	88	116	106
N#Cc1c(NC(=O)c2ccccc2)n[nH]c1Nc1ccccc1	101	/	103	/	70	/	103	101
COC(=O)/C=C(/C)N1CCCC1	113	101	103	109	102	104	105	96
Clc1ccc(C2CC(c3ccccc3Cl)=NN2c2ccc(-c3ccccc3)nn2)cc1 (configuration not stated)	70	96	113	98	95	85	100	92
CC(C(=O)O)c1nc(-c2ccc([N+](=O)[O-])cc2)nn1-c1nc2ccccc2[nH]c1=O (configuration not stated)	99	105	107	99	86	103	95	103
COc1ccc(C2C3=C(CC(C)(C)CC3=O)N(Cc3ccc(C(=O)O)cc3)C3=C2C(=O)CC(C)(C)C3)cc1	91	106	113	103	94	105	99	111
O=C(CSc1nc2sc3c(c2c(=O)n1-c1ccc(Cl)cc1)CCCC3)N/N=C/c1ccc(OCc2ccccc2)cc1	84	59	39	109	62	57	91	78
CCOC(=O)c1[nH]c(C)c(CC)c1C	91	92	105	98	89	96	102	97
Cc1cc(C(N)=O)c2ccccc2n1	100	/	119	123	100	107	107	114
O=C(N/N=C1\c2ccccc2-c2cccc(C(=O)O)c21)c1ccc(Br)cc1	84	114	91	101	100	103	88	94
CC(C)C(C(=O)N(C)CC(O)c1ccc(O)c(O)c1)N1C(=O)/C(=C/c2ccc(Br)cc2)SC1=S (configuration not stated)	103	101	107	101	102	109	99	111
Cc1ccc(C2=Nn3c(C)nnc3SC2)cc1	91	113	104	104	84	100	103	102
O=S(=O)(NCCCNc1nccc(-n2cnc3ccccc32)n1)c1cccc2ccccc12	17	34	53	63	66	58	59	69
COc1cc(/C=C/C(=O)c2ccc(NC(=O)COc3cccc4cccnc34)cc2)cc(OC)c1OC	90	34	76	82	21	11	94	74
c1ccc(CSc2ncccc2-c2nnc(SCCN3CCOCC3)o2)cc1	101	117	98	112	95	104	133	114
CC[C@@]12C=C(C)[C@H]3c4c(cc(O)cc4N1C(=O)C(C)=C2O)[C@@H](O)[C@@H]3C	/	91	122	96	92	/	108	115
COc1ccc(C(Nc2ccccn2)c2c(C)[nH]c3ccccc23)cc1 (configuration not stated)	111	88	97	76	112	77	89	100
COC(=O)C1(C(C(=O)c2ccccc2)c2ccccc2)NC(=S)NC(=O)C1C#N (configuration not stated)	104	90	108	109	98	108	104	107
CCCCCCCCCCCCCCNc1nc(CO)ncc1-c1ccc(C(F)(F)F)cc1	96	100	98	110	96	102	93	118
Clc1ccc(Nc2nc(C3CC3)cs2)cc1	89	/	105	100	85	112	92	98

Next part
SMILES	T-47D	K-562	MDA-MB-468	BT-549	MCF7	SR	HS 578T	MDA-MB-231
Cc1ccc(-n2nnnc2-c2cccnc2)cc1	98	109	89	107	95	/	/	105
CC(=O)OCC1C(C)C=CC(C)C1COC(C)=O (configuration not stated)	101&114	122&110	110&89	93&107	98&102	106&100	100	94&111
Nc1ccc2ccccc2c1O	84	108	106	96	87	/	109	93
[C-]#[N+]c1c(-c2ccc(OC)cc2)cc(-c2ccc(N)cc2)nc1N	79	96	95	86	84	87	101	101
O=C(NNc1cn[nH]c(=O)c1Cl)/C(=C/c1ccc2c(c1)OCO2)NC(=O)c1ccccc1	91	100	79	89	85	65	104	102
COc1ccc(OC)c(NC(=O)CC(C)=O)c1	96	104	112	104	98	98	104	100
COc1cc(-c2nn(-c3ccc(NC(=O)NCCCNC(=O)c4ccccc4)cc3)cc2-c2ccncc2)ccc1Cl	67	12	9.3*	23	13	20	40	19
CCSc1nnc2c3cc(Cl)ccc3n(C)c2n1	/	102	102	107	87	88	97	86
CCN(CC)CCNC(=O)n1cc(-c2ccncc2)c(-c2cc(Cl)cc(OC)c2)n1	87	67	81	96	88	51	88	83
COc1ccc(OC)c(-c2cc(-c3ccc(Cl)cc3)c(C#N)c(SCc3ccccc3)n2)c1	56	101	103	95	75	110	89	66
C/C(=N/N)c1ccc(Br)cc1	106	115	110	103	93	92	107	106
CONC(=O)C1CN(c2cccc(Cl)c2)N(c2cccc(Cl)c2)C1=O (configuration not stated)	96	108	102	92	88	99	108	93
CCCCC[C@H](O)c1ccccc1[C@@H]1O[C@@H](CCC(=O)OC)[C@H](O)[C@H]1O	91	91	93	113	95	100	94	106
CN(C)CCc1c[nH]c2ccc(Cn3cncn3)cc12	112	112	97	113	/	/	106	95
Cc1ccc(N=Nc2c(N)nn(-c3ccccc3)c2N)cc1	21	7.4*	/	-4.0*	7.6*	-17*	36	54
COc1cc(NC(=O)CSc2nc3ccc(Cl)cc3c(=O)n2Cc2ccccc2)cc(OC)c1OC	56	/	/	31	70	/	47	45
COc1ccc(Cn2cc3c(c2-c2ccccc2)CCCc2cnoc2-3)cc1	56	29	48	77	23	21	65	61

Source: PubChem (NCI)
